# Assay outcomes: PubChem, National Center for Advancing Translational Sciences (NCATS)
# UDG counterscr – blocks uracil-DNA glycosylase in AID counter-screen | 91,000 tested, 0.14% active | AID 1347430 | Potency, µM (doses to about 115 µM), inactives show at the top dose activity change, negative = inhibition, usual class: inhibitors | FRET deamination/UDG coupled assay, UDG read, 4 h; further: nearly all actives have a fitted effect of over 65% in size
# AID inhibitor – blocks human AID cytidine deaminase activity. 91,000 tested, 0.32% active. Q9GZX7. AID deamination FRET fluorescence, UDG-coupled, 4 h. AID 1347428. Potency, µM (series often up to 115 µM), for inactives: at the top dose activity change, negative = inhibition, usual class: inhibitors; further: nearly all actives have a fitted effect of over 25% in size
# Target sequence (Q9GZX7 whole entry, looked up): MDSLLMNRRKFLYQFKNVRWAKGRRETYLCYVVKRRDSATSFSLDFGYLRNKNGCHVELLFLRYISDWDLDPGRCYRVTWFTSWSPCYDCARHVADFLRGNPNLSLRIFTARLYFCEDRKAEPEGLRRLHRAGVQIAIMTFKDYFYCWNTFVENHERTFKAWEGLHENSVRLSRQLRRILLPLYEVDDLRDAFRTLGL
# An asterisk follows results filed as active; u = inconclusive; [ ] = remark or other dose. The call rests on the fitted dose curve; in most records, active means well fitted curve in the direction sought with a large enough effect; inconclusive means small, poorly fitted or top-dose-only effect, or another doubt; inactive means no such curve, though single readings can be large; an effect the other way counts as inactive or inconclusive. On the % scale 0 is the no-effect control and ±100 the full control effect; potency means the concentration at half of the fitted maximal effect. The list is partial; rates above refer to the full screens.
SMILES,UDG counterscr,AID inhibitor
FC(F)(F)c1cccc(NC(=S)NCCC(c2ccccc2)c2ccccc2)c1,-8%,-10%
CCCCNC(=S)N/N=C1\CC2CC=CC12 (stereo not drawn),-10%,-6%
O=C(Nc1cccc(Cl)c1)c1c(-c2ccc(F)cc2)nc2n1CCS2(=O)=O,4%,4%
COc1cc(OC)c(C2CC(=O)Nc3ccsc32)cc1OC (stereo not drawn),-2%,-4%
CCOC(=O)C1CCN(C(=O)c2nn(-c3ccc(C)cc3)c(=O)n(C)c2=O)CC1,10%,6%
O=C(Nc1ccc(C(F)(F)F)oc1=O)c1ccccc1,-4%,-4%
CCc1cccc(-n2nnc(-c3nc(-c4cccs4)no3)c2N)c1,-6%,5%
Cc1cc(NC(=O)N2CCSc3ncccc32)ccc1Br,12%,-1%
COc1ccc2c(c1)C(O)(CC(=O)c1ccc(F)cc1)C(=O)N2 (stereo not drawn),7%,9%
Cc1nnc(NC(=O)CSc2nnc(C3CC3)n2C(C)C)s1,6%,6%
Cc1ccc2cccc(NC(=O)C(C)(C)Oc3ccc(Br)cc3)c2n1,-3%,-7%
O=C(Nc1ccccc1-c1ccccc1)c1ccc(F)cc1,-11%,-9%
CN(Cc1ccccc1)C(=O)c1ccc2c(c1)N(Cc1ccc(Cl)cc1)C(=O)c1ccccc1S2=O (stereo not drawn),-8%,u
CCN(CC)S(=O)(=O)c1ccc(NS(=O)(=O)c2cccc(C)c2)cc1,7%,5%
CC(=O)c1ccc(N2CCN(C(=O)Cn3cnc(S(=O)(=O)N4CCOCC4)c3)CC2)cc1,-4%,-5%
CCOc1ccccc1NC(=O)c1ccc(C)c(S(=O)(=O)Nc2cccc(C)c2C)c1,3%,-3%
CC(C)(C)C(=O)C[S+]1CCCC1,-5%,4%
Cc1ccc(-c2cc(C(=O)O)c3cc(Cl)ccc3n2)s1,0%,10%
COc1cccc(CNC(=O)c2cccc(Oc3ccccc3)c2)c1,-10%,-7%
CCC(C(=O)Nc1nnc(COC)s1)c1ccccc1 (stereo not drawn),0%,-4%
CC1Sc2ccc(C(=O)NNC(=O)CSc3cccc4cccnc34)cc2NC1=O (stereo not drawn),0%,22µM*
CCC(Cc1ccccc1)NC(=O)Cn1ncc2c3ccccc3n(Cc3ccccc3)c2c1=O (stereo not drawn),-17%[57.5 µM],-13%
COc1cc(OC)c(NC(=O)c2nc(-c3ccncc3)no2)cc1Cl,-14%,-14%
Cc1c(CNCc2ccc(Cl)cc2)c(C(=O)O)c(C)n1Cc1ccc(F)cc1,-3%,4%
COc1ccc(C)cc1NC(=O)c1cc2c(s1)-c1ccccc1SC2,-15%,-24%

# Continuation.
SMILES,UDG counterscr,AID inhibitor
COc1ccc2cc(-c3nc(-c4ccccc4C)no3)c(=O)oc2c1,4%,4%
NC(=O)c1cc(S(=O)(=O)NCc2cccc(Br)c2)cs1,4%,-8%
CCCCN1CC(c2nc3ccccc3n2CCCCOc2cc(C)ccc2C)CC1=O (stereo not drawn),u,-30%
CC(C)C1=C(O)C2(CC2c2ccc(-c3ccccc3)cc2)C(C)CC1 (stereo not drawn),-8%,-9%
O=C(NCCc1ccccn1)c1cc(-c2ccccc2)nc2ccccc12,-11%,-3%
CC(=O)c1c(C)oc2c(Cl)cc(NS(=O)(=O)c3ccc(Cl)cc3)cc12,-6%,-17%
COc1ccccc1CNCc1ccc(C(=O)O)s1,5%,6%
NC(=O)C(Sc1ncc(C(F)(F)F)cc1Cl)c1ccccc1 (stereo not drawn),0%,6%
Cc1cc(C)cc(OCCn2c(C3CC(=O)N(c4ccccc4Cl)C3)nc3ccccc32)c1 (stereo not drawn),-2%,u
CCCNC(=O)C(C)n1nc(C)c2c(C)n(-c3ccccc3)nc2c1=O (stereo not drawn),-6%,9%
COc1ccccc1C1CC(=O)N(c2ccc(C)cc2)C2=C1C(=O)OC2 (stereo not drawn),6%,-20%
O=C(NCc1cccnc1)C(=O)NCC(c1cccnc1)N1CCN(c2ccccc2)CC1 (stereo not drawn),6%,14%
N#Cc1c(N)n[nH]c1CCCNC(=O)c1cc(-c2cccs2)nc2ccccc12,7%,2%
COc1ccc(C(=O)Nc2ccc(N3CCN(S(C)(=O)=O)CC3)cc2)cc1OC,3%,5%
COc1ccc(-n2nc3ccc(NC(=O)c4ccc(C#N)cc4F)cc3n2)cc1Cl,1%,148%[activator]
COc1ccc(Br)c(C(=O)Nc2cc3c(cc2N2CCCC2)n(C)c(=O)c(=O)n3C)c1,8%,86%[activator]
O=C(Nc1nn[nH]n1)c1cccc(S(=O)(=O)N2CCCCCC2)c1,u,-13%
O=C(Cn1c(=O)c2cccn2c2ccc(F)cc21)N1CCN(c2ccc(F)cc2)CC1,-3%[57.5 µM],5%
O=C(CN1C(=O)COc2ccc(S(=O)(=O)N3CCOCC3)cc21)N1CCN(c2ccc(Cl)cc2)CC1,4%,-6%
Cc1ccc(-n2cnc3cc(C(=O)NCCC4=CCCCC4)ccc32)c(C)c1,-5%,u
O=C(Nc1ccccc1C(F)(F)F)C12CC3CC(CC(C3)C1)C2,-12%,-11%
Clc1ccc(-c2cn3cc(Br)ccc3n2)cc1,2%,10%
CC(C)c1ccc(NC(=O)CSc2nc(=O)n(Cc3cccnc3)c3c2CCC3)cc1,-12%,23%
O=c1c2c3c(sc2nnn1CCCCOc1ccc(Cl)cc1)CCCC3,3%,-8%
CNC(=O)c1cccc(I)c1,6%,3%

# Grouped by structure: the entries above with a Cl atom.
SMILES,UDG counterscr,AID inhibitor
O=C(Nc1cccc(Cl)c1)c1c(-c2ccc(F)cc2)nc2n1CCS2(=O)=O,4%,4%
CN(Cc1ccccc1)C(=O)c1ccc2c(c1)N(Cc1ccc(Cl)cc1)C(=O)c1ccccc1S2=O (stereo not drawn),-8%,u
Cc1ccc(-c2cc(C(=O)O)c3cc(Cl)ccc3n2)s1,0%,10%
COc1cc(OC)c(NC(=O)c2nc(-c3ccncc3)no2)cc1Cl,-14%,-14%
Cc1c(CNCc2ccc(Cl)cc2)c(C(=O)O)c(C)n1Cc1ccc(F)cc1,-3%,4%
CC(=O)c1c(C)oc2c(Cl)cc(NS(=O)(=O)c3ccc(Cl)cc3)cc12,-6%,-17%
NC(=O)C(Sc1ncc(C(F)(F)F)cc1Cl)c1ccccc1 (stereo not drawn),0%,6%
Cc1cc(C)cc(OCCn2c(C3CC(=O)N(c4ccccc4Cl)C3)nc3ccccc32)c1 (stereo not drawn),-2%,u
COc1ccc(-n2nc3ccc(NC(=O)c4ccc(C#N)cc4F)cc3n2)cc1Cl,1%,148%[activator]
O=C(CN1C(=O)COc2ccc(S(=O)(=O)N3CCOCC3)cc21)N1CCN(c2ccc(Cl)cc2)CC1,4%,-6%
Clc1ccc(-c2cn3cc(Br)ccc3n2)cc1,2%,10%
O=c1c2c3c(sc2nnn1CCCCOc1ccc(Cl)cc1)CCCC3,3%,-8%

# (list continues)
SMILES,UDG counterscr,AID inhibitor
CCOc1ccc(N2CC(C(=O)Nc3ccccn3)CC2=O)cc1 (stereo not drawn),1%,1%
CC(C)CCNC(=O)c1c(-n2cnnn2)sc2c1CCCC2,7%,-3%
CCC(Sc1nc2ccccc2c2nc(CCc3c(C)n[nH]c3C)nn12)C(=O)Nc1ccc(OC)cc1 (stereo not drawn),-22%,-26%
COc1ccc(-c2cc3ccc(OC(C)=O)cc3oc2=O)cc1OC,10%,8%
CC(=O)c1ccc(C(=O)N(C)C(C)c2ccc(Cl)cc2)s1 (stereo not drawn),-3%,36%[activator]
Cc1cccc(-c2nc(C#N)c(N3CCN(c4ccccc4)CC3)o2)c1,-9%,-5%
CCOC(=O)c1sc(N)c(C#N)c1CSCc1ccccc1,-16%,-3%
COc1ccc(CC(=O)Nc2nnc3n2CCS3)cc1OC,-13%,10%
CCCCCn1c(CNC(=O)c2ccc(F)cc2)nc2ccccc21,-15%,-27%
CCC(C)(CNC(=O)NCc1csc(C)n1)N1CCOCC1 (stereo not drawn),13%,5%
Cn1c(=O)c2c(SCC(=O)NCc3ccco3)nc(-c3cccc(F)c3)nc2n(C)c1=O,3%,-1%
CCCc1cc(=O)n2[nH]c(NC(=O)c3ccccc3Cl)nc2n1,5%,-22%
COc1ccc(CCNC(=O)CCCn2c(=O)c3ccccc3n(CC(=O)Nc3c(C)cc(C)cc3C)c2=O)cc1OC,-2%,1%
Cc1sc(NC(=O)C(Cc2ccccc2)Cc2ccccc2)c(C#N)c1C,0%,-3%
CC(O)c1nc2ccccc2s1 (stereo not drawn),-3%,15%
CCCCc1nn2c(=O)cc(COC(=O)c3ccc(NC(=O)c4ccccc4C)cc3)nc2s1,-1%,-12%
Cc1c(CC(=O)O)c(=O)oc2c(C)c(OCc3cccc(Cl)c3)ccc12,3%,u
O=S(=O)(c1ccc(-c2csc(Nc3ccc(F)cc3)n2)cc1)N1CCCCC1,-6%,-1%
O=C(NCC1CCN(Cc2ccccc2F)CC1)Nc1ccc(F)c(Cl)c1,-13%,-26%
Cc1ccc(C)c(NC(=O)c2cnc(N3CCCC3)nc2C)c1,-22%,-16%
Cc1cccc(OCC(=O)NCCc2nc3ccccc3[nH]2)c1C,3%,-4%
Cc1ccc(-n2ncc(C(=O)NCc3ccc4c(c3)OCO4)c2C2CCN(C(=O)OC(C)(C)C)CC2)cc1C,17%,u
CCOc1ccccc1NC(=O)C(=O)NCCc1sc2nc(-c3ccc(OC)cc3)nn2c1C,-9%,0%
CCN(c1cccc(C)c1)S(=O)(=O)c1nnc(NC(=O)c2cccs2)s1,-1%[57.5 µM],6%
Cc1nn2c(NCCN(C)C)cc(C(C)(C)C)nc2c1-c1ccc(F)cc1,-9%,-21%

# Full records, looked up by structure:
# `Cc1ccc(-n2ncc(C(=O)NCc3ccc4c(c3)OCO4)c2C2CCN(C(=O)OC(C)(C)C)CC2)cc1C` reads UDG counterscr: 17%; AID inhibitor: u
# `Cc1cccc(OCC(=O)NCCc2nc3ccccc3[nH]2)c1C` reads UDG counterscr: 3%; AID inhibitor: -4%

# (list continues)
SMILES,UDG counterscr,AID inhibitor
CN(Cc1ccccc1)C(=O)COC(=O)c1cc2ccccc2oc1=O,-3%,-6%
COc1ccc(OC)c(CNC(=O)C2CCCCN2S(=O)(=O)c2ccc(F)cc2)c1 (stereo not drawn),-29%,-14%
NC1(C(=O)O)CCC(c2ccccc2)CC1 (stereo not drawn),-7%,6%
O=C(Nc1nc2c(s1)CCCCC2)c1ccc(Cl)cc1,1%,7%
CCOc1ccccc1CNCc1ccco1,8%,8%
CCOCCCNC(=O)Cn1nc(C)n2c(cc3cc(C)ccc32)c1=O,-2%,11%
O=C(Nc1ccc2[nH]cc(C(C(=O)O)N3CCCCC3)c2c1)c1ccccc1 (stereo not drawn),-19%,-5%
CCOc1ccccc1CNC(=O)C1=C(C)C(=O)OC12CCN(C(C)=O)CC2,-7%,10%
COc1cc2c(=O)c(S(=O)(=O)c3ccc(C(C)C)cc3)cn(Cc3ccccc3C)c2cc1OC,-18%,u
Cc1[nH]nc2c1C(c1cccc(OCc3ccc(Cl)cc3)c1)C(C#N)=C(N)O2 (stereo not drawn),-1%,8%
CCCn1ccc2c(OCC(=O)Nc3ccc(C(F)(F)F)cc3)cccc2c1=O,4%,-1%
COC(=O)c1c(NC(=O)/C(C#N)=C/c2ccc(OC)cc2)sc2c1C(C(=O)OC)CC2 (stereo not drawn),1%,5%
CCOC(=O)c1c(NC(=O)c2cc(-c3ccccc3OC)on2)sc(C)c1C,9%,14%
Cc1ccc(-c2ccc(=O)n(CC(=O)Nc3ccc(C)cc3Cl)n2)cc1,9%,u
CCCCCCCn1c(Br)nc2c1c(=O)n(C)c(=O)n2C,-11%,-23%
Cc1ccc(/C=C(/C#N)S(C)(=O)=O)c(C)c1,10%,-6%
CN(CCOc1ccc(F)cc1)C(=O)c1ccc2ccccc2n1,5%,-4%
CC(C)COc1ccc(C(=O)Nc2scc(-c3ccc(Br)cc3)c2C(=O)OC(C)C)cc1,-6%,7%
Cn1c(C(=O)NCc2ccc(Cl)cc2)cc2c(=O)n(C)c3ccccc3c21,-13%,17%
COc1cccc2cc(-c3cc(=O)oc4c(C)cc(C)cc34)oc12,0%,5%
CCOC(=O)Cn1c(=O)oc2cc(S(=O)(=O)N3CCN(c4ccccc4OC)CC3)ccc21,12%,-5%
COc1ccc(-c2noc(N3CCC(C(=O)Nc4ccc(C)c(F)c4)CC3)n2)cc1OC,-5%,16%
COC(=O)c1c(NC(=O)C2CC2)sc(C)c1C,-7%,10%
CC(NC(=O)C1CCN(C(=O)N2CCOc3ccccc32)CC1)c1ccccc1 (stereo not drawn),1%,-11%
CC1CCN(S(=O)(=O)c2nnc(NC(=O)c3cccc(F)c3)s2)CC1,-2%,-20%

# The results go on.
SMILES,UDG counterscr,AID inhibitor
O=C(CN1CCN(Cc2cccs2)CC1)Nc1cccc2nsnc12,8%,-3%
CC(=O)c1cccc(NC(=O)COC(=O)Cc2cccc3ccccc23)c1,-5%,-11%
N#Cc1nc(-c2ccc(COc3ccc(Cl)cc3)o2)oc1N1CCC(C(N)=O)CC1,16%,2%
Cc1oc(-c2nc(C#N)c(NCCN(C)C)o2)cc1S(=O)(=O)N(C)C,2%,6%
O=C(Nc1nc(-c2ccc(Cl)s2)cs1)C1CCN(C(=O)C2CC2)CC1,8%,22%
COc1cccc(-n2cnc3cc(C(=O)NC4CCCC4)ccc3c2=O)c1,12%,17%
CCCCn1nc(C(=O)N2CCC(C(=O)Nc3ccc4c(c3)OCO4)CC2)c2ccccc2c1=O,0%,1%
Cn1c(=O)c2c(nc(NCc3ccc4c(c3)OCO4)n2Cc2cccc(Br)c2)n(C)c1=O,2%,-12%
CNc1nc2c(c(=O)n(C)c(=O)n2C)n1CC(O)COc1ccc(C)cc1 (stereo not drawn),6%,2%
COc1ccc2nc(Nc3nc(C)cc(C)n3)nc(C)c2c1,-3%,-7%
